ALDH1A1 inh = qHTS Assay for Inhibitors of Aldehyde Dehydrogenase 1 (ALDH1A1); Purified ALDH1A1, NADH fluorescence, propionaldehyde substrate; 220,000 compounds, 7.3% hits; Aldehyde dehydrogenase 1A1 (Homo sapiens), P00352; Potency, µM (titrated, usually from 75.3 µM), for inactives: at the top dose activity, negative = inhibition, actives largely listed as inhibitors; active means well fitted inhibition curve with a large enough effect, not every such curve was filed as active; inconclusive means small, poorly fitted or top-dose-only effect, or another doubt; inactive means no such curve, though single readings can be large or run the other way;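 further: plate controls were no enzyme wells and a reference inhibitor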
Target sequence (P00352 whole entry, looked up): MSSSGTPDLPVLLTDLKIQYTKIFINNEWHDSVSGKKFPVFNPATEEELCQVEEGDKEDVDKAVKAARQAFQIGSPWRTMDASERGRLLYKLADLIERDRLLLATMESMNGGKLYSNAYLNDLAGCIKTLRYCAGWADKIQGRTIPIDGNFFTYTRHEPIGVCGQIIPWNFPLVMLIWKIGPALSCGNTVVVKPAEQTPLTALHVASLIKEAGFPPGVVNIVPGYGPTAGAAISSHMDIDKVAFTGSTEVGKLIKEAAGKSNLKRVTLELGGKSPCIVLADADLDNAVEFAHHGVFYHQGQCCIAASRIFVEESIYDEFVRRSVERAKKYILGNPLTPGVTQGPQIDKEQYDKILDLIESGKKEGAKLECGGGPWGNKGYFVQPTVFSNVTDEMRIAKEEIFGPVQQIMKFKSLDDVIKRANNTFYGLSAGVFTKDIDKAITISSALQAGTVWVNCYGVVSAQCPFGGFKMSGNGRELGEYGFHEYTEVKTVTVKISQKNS
GoLoco inh red = qHTS Assay for Inhibitors of RGS12 GoLoco Motif Activity (Red Fluorophore) | Guanine nucleotide-binding protein G(i) subunit alpha-1 (Homo sapiens), P63096 | Gai1:RGS12 GoLoco peptide FP, rhodamine, 10 min | Potency, µM (series often up to 61.6 µM), for the others: top-dose activity, negative = inhibition, hits mostly inhibitors | 230,000 compounds, 0.44% hits | AID 880, 2007; active means well fitted inhibition curve with a large enough effect, not every such curve was filed as active; inactive means no such curve, though single readings can be large or run the other way; further: on the % scale 0 is the no-effect control and ±100 the full control effect; nearly all actives have a fitted effect of over 30% in size; many of its hits are not listed in these tables
GAA glycogen = qHTS Assay for Inhibitors and Activators of Human alpha-Glucosidase Cleavage of Glycogen | Lysosomal alpha-glucosidase (Homo sapiens), P10253 | recombinant GAA, glycogen substrate, Amplex Red glucose oxidase fluorescence | Potency, µM (titrated, usually from 76.4 µM), inactives show at the top dose activity change, negative = inhibition, actives largely listed as inhibitors | 300,000 compounds, 0.38% hits | AID 2100, 2009;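 further: 0% = full enzyme reaction and -100% = no-enzyme basal signal; the screen sought inhibitors and activators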
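Recombinant human enzyme (4 nM); glycogen substrate; 37 C, 40 min, pH 5.0. Readout: coupled glucose oxidase/Amplex Red fluorescence.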
aGlu spleen mod = qHTS Assay for Inhibitors and Activators of Human alpha-Glucosidase From Spleen Homogenate. Lysosomal alpha-glucosidase (Homo sapiens), P10253. human spleen homogenate, 4-MU-alpha-glucoside fluorescence. Potency, µM (top dose mostly 79.9 µM), inactives show at the top dose activity change, negative = inhibition, usual class: inhibitors. 240,000 compounds, 0.006% hits. AID 2112, 2009;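 further: 0% = enzyme with vehicle and -100% = no enzyme basal signal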
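AC50 values come from Hill-equation fits of concentration-response data, normalized to no-enzyme and full-activity controls. Enzyme source: 1 ug human spleen homogenate; 1 mM fluorogenic 4-MU glucoside, pH 5.0 citrate buffer, 37 C, 40 min.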
SMN2 splice up = qHTS Assay for Enhancers of SMN2 Splice Variant Expression. 210,000 compounds, 2.8% hits. AID 1458, 2008. HEK293 SMN2-luciferase splicing reporter, luminescence, 30-36 h. Potency, µM (top dose mostly 46.1 µM), for the others: top-dose activity change, positive = activation, actives largely listed as activators; further: % of control where 0% means no effect; nearly all actives have a fitted effect of over 55% in size
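HEK293 cells carry an SMN2 […]–luciferase reporter in which exon 7 inclusion puts luciferase in frame. Cells were plated 10-12 h before compound addition, then incubated 30-36 h at 37C. ONE-Glo luminescence was read; sodium butyrate at 4.5 mM final served as control.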
GAA inhib = qHTS Assay for Inhibitors of Human alpha-Glucosidase as a Potential Chaperone Treatment of Pompe Disease | 200,000 compounds, 0.005% hits | Potency, µM (highest dose often 76.9 µM), without a hit: at the top dose activity change, negative = inhibition, most hits filed as inhibitors | Lysosomal alpha-glucosidase (Homo sapiens), P10253 | purified human GAA, 4-MU-alpha-glucoside fluorescence | AID 1466, 2008;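 further: plate controls were uninhibited enzyme wells for no effect and no-enzyme background for full effect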
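Endpoint fluorogenic read: 20 min room-temperature reaction of 4 nM human alpha-glucosidase with 400 uM 4-methylumbelliferyl-alpha-D-pyranoside, pH 5.0, quenched with 1M NaOH/1M glycine pH 10. AC50 from Hill modeling.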
KDM4E inh = qHTS Assay for Inhibitors of Human Jumonji Domain Containing 2E (JMJD2E) | Potency, µM (titrated, usually from 57.1 µM), for the others: at the top dose activity change, negative = inhibition, most hits filed as inhibitors | JMJD2E catalytic domain, FDH-coupled NADH fluorescence (FDH is formaldehyde dehydrogenase) | Lysine-specific demethylase 4E (Homo sapiens), B2RXH2 | AID 2147, 2009 | 230,000 compounds, 1.6% hits; active means well fitted inhibition curve with a large enough effect, not every such curve was filed as active; inconclusive means small, poorly fitted or top-dose-only effect, or another doubt; inactive means no such curve, though single readings can be large or run the other way;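 further: 0% = wells with enzyme and -100% = buffer wells without enzyme; nearly all actives have a fitted effect of over 50% in size; many of its hits are not listed in these tables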
Target sequence (B2RXH2 1-337 limits assumed): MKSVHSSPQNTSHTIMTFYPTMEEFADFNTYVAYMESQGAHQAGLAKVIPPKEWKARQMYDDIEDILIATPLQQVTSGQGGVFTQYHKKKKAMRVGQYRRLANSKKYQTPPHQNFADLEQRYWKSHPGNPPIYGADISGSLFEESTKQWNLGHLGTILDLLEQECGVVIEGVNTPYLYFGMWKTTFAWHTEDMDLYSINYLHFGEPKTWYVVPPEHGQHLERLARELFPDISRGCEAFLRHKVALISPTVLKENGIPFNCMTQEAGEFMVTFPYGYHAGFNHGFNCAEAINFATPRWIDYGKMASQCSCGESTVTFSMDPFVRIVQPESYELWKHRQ
aGal spleen mod = qHTS Assay for Inhibitors and Activators of Human alpha-Galactosidase From Spleen Homogenate; Alpha-galactosidase A (Homo sapiens), P06280; human spleen homogenate, 4MU-alpha-Gal fluorescence, 40 min; Potency, µM (doses to about 80 µM), inactives show at the highest dose activity change, negative = inhibition, usual class: inhibitors; 240,000 compounds, 0.008% hits; AID 2107, 2009;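 further: 0% = enzyme with vehicle and -100% = no enzyme basal signal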
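Human spleen homogenate (1 ug) was the enzyme source, with 4-methylumbelliferyl-alpha-D-galactopyranoside (1 mM final) in pH 5.0 citrate buffer with 0.01% Tween-20. Compounds were titrated; after 40 min at 37C, NaOH/glycine stop, 4-MU fluorescence read; AC50 from Hill fits.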
Active calls of the source: *; i = inactive; ? = inconclusive; . = no result given; & = joins results of further samples; [ ] = dose if it differs, or a comment. Unless noted, the call rests on the fitted dose curve; in most records, active means well fitted curve in the direction sought with a large enough effect; inconclusive means small, poorly fitted or top-dose-only effect, or another doubt; inactive means no such curve, though single readings can be large; an effect the other way counts as inactive or inconclusive. Potency means the concentration at half of the fitted maximal effect. Not all compounds are listed; rates above refer to the full screens.

Order of results: GoLoco inh red	aGlu spleen mod	aGal spleen mod	GAA inhib	ALDH1A1 inh	KDM4E inh	GAA glycogen	SMN2 splice up
CCOCc1c(C(=O)OCC(=O)/C(C#N)=C(\C)N)oc2ccccc12
 : 2%	6%	2%	-4%	-1%	?	4%	8%
CCCNS(=O)(=O)/C=C/c1ccccc1
 : 3%	5%	-9%	5%	3%	3%	8%	6%
COc1ccc(NC(=O)C(CCS(C)(=O)=O)N2C(=O)c3ccccc3C2=O)cc1 (stereo not given)
 : 0%	3%	0%	-1%	4%	2%	0%	-1%
CCC(=O)N1CCc2cc(Br)cc(S(=O)(=O)C3(C(=O)OC)CC3)c21
 : 7%	3%	10%	-5%	?	0%	-5%	?
COC(=O)c1ccccc1NC(=O)CSc1nnc(Cc2ccc(Cl)cc2)o1
 : -5%	0%	-3%	-4%	20µM*	-13%	-1%	-31%[inhibitor]
Cc1ccc(-n2cc3c(=O)n(C)c(=O)n(C)c3c2)cc1C
 : 0%	6%	1%	0%	14µM*	-12%	5%	3%
COc1ccccc1/C=C(/C(=O)OCC(N)=O)c1ccccc1
 : -5%	-5%	-7%	5%	4%	-13%	-5%	6%
c1ccc(Cn2nnc3c(NCc4ccc5c(c4)OCO5)ncnc32)cc1
 : 16%	7%	3%	.	.	-15%	4%	.
COc1ccc(/C=N/Nc2ccc(C(F)(F)F)cc2[N+](=O)[O-])cc1
 : -1%	-9%	-18%	-7%	6%	1%	-1%	-10%
COC(=O)c1cc(COC(=O)c2nc3nc(C)cc(C)n3n2)oc1C
 : -1%	-1%	-3%	-7%	?	0%	-8%	12%
O=C(C1=C[C@H](C2CC2)C[C@H](OCc2ccc(CO)cc2)O1)N1CCN(Cc2ccccc2)CC1
 : 3%	-4%	4%	.	-3%	-2%	13%	.
CCn1cnc2sc(C(=O)N3CCN(Cc4ccc5c(c4)OCO5)CC3)c(C)c2c1=O
 : 1%	-1%	6%	7%	?	3%	0%	-37%[inhibitor]
Fc1ccc(CN(Cc2ccccc2)C(c2cccs2)c2nnnn2C2CCCCC2)cc1 (stereo not given)
 : 3%	-1%	2%	-6%	3%	-5%	2%	-55%[inhibitor]
Cc1cc(Br)ccc1NC(=O)CNC(=O)CSc1n[nH]c(N)n1
 : 4%	-8%	-8%	-7%	7%	-4%	1%	-4%
O=S1(=O)CC(O)C(N=Nc2c(O)n(Cc3ccccc3)c3ccccc23)C1 (stereo not given)
 : 2%	-1%	1%	.	.	1%	-3%	.
O=C1N(C2CCCC2)C[C@@H]2C[C@@H](c3cccn3-c3nccs3)N3CCC[C@@]123
 : 0%	4%	-2%	-4%	1%	-15%	-11%	.
Fc1ccc(C2CC(c3ccco3)=Nc3ccccc3S2)cc1 (stereo not given)
 : 7%	.	4%	?	?	?	-17%	-1%
Cn1c(=O)c(-c2ccccc2)c(O)c2ccccc21
 : 5%&13%	-3%&2%	-6%&-1%	0%	9%&5%	-22%&-20%	6%	5%&-41%
CC(=O)Nc1ccc(CN2CCN(CC(C)C)C(CCO)C2)cc1 (stereo not given)
 : 4%	-15%	-14%	0%	-1%	2%	-9%	.
O=C(N/N=C/c1ccc([N+](=O)[O-])cc1)c1cnccn1
 : 4%	8%	0%	.	.	5%	-1%	.
COc1ccc(NC(=O)N2CCC(NC(=O)c3ccco3)CC2)cc1
 : 1%	2%	13%	-3%	5%	-2%	0%	-6%
CC(C)CC(=O)NC(=S)Nc1sc2c(c1C(N)=O)CCC2
 : 18%	5%	-1%	?	1.4µM*	-14%	20%	17%
CC(C)CC(=O)N1CCN(Cc2cccc([N+](=O)[O-])c2)CC1
 : -9%	-5%	-16%	7%	?	-8%	3%	.
CSc1ccc(/C=C/C(=O)NC23CC4CC(CC(C4)C2)C3)cc1
 : -6%	6%	1%	5%	?	2%	-1%	-11%
CC(C)CCC(CC(C)O)C(=O)NNC(=S)Nc1ccccc1 (stereo not given)
 : -1%	0%	4%	.	.	3%	?	.
O=C1CC(c2ccc(S(=O)(=O)Nc3cc(C(F)(F)F)cc(C(F)(F)F)c3)cc2)CN1 (stereo not given)
 : 2%	-5%	-5%	-1%	-12%	3%	-9%	20%
O=[N+]([O-])c1ccc(C2CN=C(Nc3ccccc3)S2)cc1 (stereo not given)
 : 7%	5%	6%	-5%	?	-2%	3%	-19%
Cc1ccc(S(C)(=O)=NS(=O)(=O)c2cccc3nsnc23)cc1 (stereo not given)
 : 4%	2%	6%	.	.	-16%	1%	.
Cn1c(=O)oc2cc(S(=O)(=O)NCCC(=O)NCCc3ccccc3)ccc21
 : 7%	-1%	-4%	3%	1%	1%	2%	1%
CC(C)(C)c1ccc(-c2cn(-c3ccc(Br)cc3)c3[n+]2CCCS3)cc1
 : 35µM*	1%	-4%	2%	?	-1%	-4%	-50%[inhibitor]

Order of results: GoLoco inh red	aGlu spleen mod	aGal spleen mod	GAA inhib	ALDH1A1 inh	KDM4E inh	GAA glycogen	SMN2 splice up
CCCOc1ccc(C2=NNC(=O)CC2)cc1
 : 0%	0%	7%	1%	-5%	-1%	-4%	?
COc1cc(OC)c(OC)cc1NC(=O)CC1COc2ccccc2O1 (stereo not given)
 : 7%	-3%	-12%	7%	3.5µM*	9%	-5%	-18%
CC(=O)c1cc(-c2ccccc2)n(CCC(=O)NC2CCCCCCC2)c1C
 : 13%	6%	-6%	11%	?	-6%	9%	3%
O=C(Nc1cccc(Cl)c1)N1CCCC1
 : 4%	-4%	1%	-4%	18%	7%	8%	8%
CSc1nc(SCC(=O)NCc2ccco2)c2c3c(sc2n1)COC(C)(C)C3
 : 3%	-8%	0%	-11%	?	?	-2%	-22%
CN(C)CCNC(=O)C(=O)NCC1OCCN1S(=O)(=O)c1ccc2c(c1)OCCO2 (stereo not given)
 : 12%	-3%	-2%	.	.	-14%	-5%	.
COc1ccc2[nH]c3c4c(ccc3c2c1)C(=O)C=CC4=O
 : 22µM*	-1%	-5%	.	.	?	-10%	.
CCOc1ccc(CC(=O)OCn2nnc3ccccc3c2=O)cc1
 : 0%	2%	-3%	0%	-4%	-1%	1%	-3%
CCn1cc(/C=N\NC(=O)c2csc3ccccc23)c(C)n1
 : 18%	-3%	3%	-2%	?	0%	-23%	-11%
CN(C)CCNC(=O)COc1cccc2c1OC(C)(C)C2
 : 4%	-3%	-5%	4%	13%	3%	9%	-18%
COc1ccc(CC(N)C(=O)NC2C(O)[C@H](n3cnc4c(N(C)C)ncnc43)O[C@@H]2CO)cc1 (stereo not given in full)
 : 3%	-3%	-14%	.	2%	.	.	-70%[inhibitor]
CS(=O)(=O)NNC(=O)c1sccc1OCc1ncc(C(F)(F)F)cc1Cl
 : 3%	5%	0%	0%	7%	6%	?	.
CN(C)c1nc(OCCNC(=O)Nc2ccc(Cl)cc2)nc(N(C)C)n1
 : -16%	-6%	-12%	3%	?	6%	3%	-9%
c1csc(-n2nc3ccccc3n2)c1
 : 9%	-1%	-3%	-6%	3%	-8%	-8%	-8%
C=CCc1cccc(/C=N/NC(=O)CNc2ccccc2OC)c1O
 : 3%	-3%	1%	1%	-8%	?	5%	-99%[inhibitor]
Cc1cc(N=Cc2c(O)n(-c3cccc(C(F)(F)F)c3)c(=O)c3ccccc23)no1
 : -10%	1%	4%	0%	-10%	?	-6%	2%
Clc1cccc(-c2nc(NCCN3CCOCC3)c3ccccc3n2)c1
 : 5%	-2%	6%	-1%	3%	0%	-16%	7%
O=C(c1cc(COc2c(F)cccc2F)on1)N1CCc2ccccc2C1
 : 1%	-6%	-8%	9%	4%	6%	12%	-6%
CCOC(=O)C1CCCN(S(=O)(=O)c2ccc(OC)cc2)C1 (stereo not given)
 : 0%	-9%	2%	-1%	3.2µM*	2%	5%	-5%
COc1cc(OC)c2c(C)cc(=O)oc2c1C(CCN1CCOCC1)c1ccc(N(C)C)cc1 (stereo not given)
 : -6%	-1%	2%	.	.	?	-15%	.
O=c1[nH]cnc2c([N+](=O)[O-])cccc12
 : 9%	-1%	4%	-3%	1%	-3%	-5%	-9%
COc1cc(C(=O)Nc2nncs2)cc(OC)c1OC
 : -6%	-1%	3%	-3%	10%	4%	-3%	-8%
CCc1ccc(CCC(=O)Nc2ccc(C)c(C)c2)o1
 : 6%	4%	-1%	-1%	13µM*	2%	?	14%
CCOC(=O)CN(C(=O)CSc1nnc(-c2ccncc2)n1CCCOC)c1ccccc1
 : -14%	6%	7%	3%	0%	-3%	-3%	1%
CCOC(=O)CSc1cc(C)c(C#N)c2nc3ccccc3n12
 : 9%	-17%	2%	4%	1%	-10%	-3%	-16%
CN(CC(=O)NCc1ccccc1)S(=O)(=O)c1cnc[nH]1
 : 4%	4%	7%	-7%	13%	4%	12%	-9%
CCc1ccc(OCC(O)CN2CCN(c3ccccc3)CC2)cc1 (stereo not given)
 : 6%	2%	-2%	-2%	-6%	-4%	4%	-3%
COc1ccc(-c2c[n+](CC(=O)N3c4ccccc4Sc4ccccc43)c3n2CCC3)cc1
 : i	6%	4%	.	.	0%	-5%	.

Screens deposited in PubChem by National Center for Advancing Translational Sciences (NCATS).
